# Pf growth 48h: inhibits P. falciparum growth in the first generation, 48 h; actives 5.9% (n = 310,000); Potency, µM (titrated, usually from 28.7 µM), for the others: at the highest dose activity change, negative = inhibition, actives largely listed as inhibitors; AID 504832; P. falciparum luciferase growth in erythrocytes, 48 h
#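 First compound was added to culture medium, then infected red cells at 0.1% parasitemia and 2% hematocrit (final). After incubation at 37 C under 5% CO2, luciferase detection reagent was dispensed and light output recorded.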
# HCV inh: inhibitors of hepatitis C virus infection | Huh7.5.1 HCVcc-Cre infection, luciferase reporter, 44 h | Potency, µM (highest dose often 41.8 µM), for the others: at the highest dose activity change, negative = inhibition, most hits filed as inhibitors | actives 3.4% (n = 340,000) | AID 651820
#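 Cells (1,000/well) were plated 4 h before compound, then infected with HCVcc-Cre virus (~0.5 moi). After 44 h further culture, infection was read as luciferase luminescence following a 15 min substrate incubation at room temperature.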
# LmPK inh: blocks Leishmania mexicana pyruvate kinase activity; Q27686; purified LmPK, Kinase-Glo ATP luminescence, 1 h; Potency, µM (doses to about 57.5 µM), for inactives: at the top dose activity change, negative = inhibition, most hits filed as inhibitors; actives 0.37% (n = 290,000); AID 1721
# Target sequence (Q27686 whole entry, looked up): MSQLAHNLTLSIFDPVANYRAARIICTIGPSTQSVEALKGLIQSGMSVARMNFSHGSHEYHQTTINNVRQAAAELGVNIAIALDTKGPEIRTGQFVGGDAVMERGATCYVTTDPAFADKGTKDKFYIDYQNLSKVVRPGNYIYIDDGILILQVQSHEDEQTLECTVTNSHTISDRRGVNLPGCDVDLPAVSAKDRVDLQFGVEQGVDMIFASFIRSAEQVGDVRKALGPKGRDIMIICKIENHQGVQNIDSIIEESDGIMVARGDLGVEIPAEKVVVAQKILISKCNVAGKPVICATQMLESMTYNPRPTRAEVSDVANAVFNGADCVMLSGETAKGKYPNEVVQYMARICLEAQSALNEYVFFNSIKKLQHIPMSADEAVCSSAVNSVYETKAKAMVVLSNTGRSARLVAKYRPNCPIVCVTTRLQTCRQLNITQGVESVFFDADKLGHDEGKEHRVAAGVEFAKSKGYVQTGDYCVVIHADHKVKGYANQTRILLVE
#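 Purified LmPK (0.1 nM) with 0.5 mM PEP and 0.1 mM ADP in imidazole buffer pH 7.2 with MgCl2/KCl, 1 h at room temperature. ATP formed was read by luciferase luminescence and normalized to no-enzyme and uninhibited controls.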
# Pf growth 96h: inhibits malaria parasite growth, 96 h; P. falciparum luciferase reporter growth, 96 h; Potency, µM (doses to about 28.7 µM), without a hit: at the highest dose activity change, negative = inhibition, most hits filed as inhibitors; actives 6.9% (n = 320,000); AID 504834
#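 Delayed-death screen, second-generation endpoint: infected erythrocytes, 2% hematocrit, 0.05% parasitemia final; 96 hours at 37 C, 5% CO2; luciferase detection reagent; luminescence decrease equals reduced growth.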
# TbPYK inhibitor: blocks Trypanosoma brucei pyruvate kinase; Potency, µM (highest dose often 76.8 µM), inactives show at the top dose activity, negative = inhibition, hits mostly inhibitors; Q57TT1; actives 0.12% (n = 410,000); TbPYK enzyme, Kinase-Glo Plus ATP luminescence, 45 min; further: nearly all actives have a fitted effect of over 50% in size
#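 Activity of T. brucei pyruvate kinase was followed by Kinase-Glo Plus luminescence after the enzyme reacted 45 min at room temperature with 130 uM ADP (final) and substrate. Test compounds were added before ADP at multiple concentrations.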
# Sm TGR block: inhibitors of Schistosoma mansoni thioredoxin glutathione reductase; Q962Y6; purified TGR, DTNB reduction, TNB absorbance 405 nm; Potency, µM (titrated, usually from 114 µM), inactives show top-dose activity change, negative = inhibition, usual class: inhibitors; actives 3% (n = 360,000); AID 485364; further: nearly all actives have a fitted effect of over 60% in size
#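 TGR 20 nM + NADPH 100 uM (dispensed conc.), cpd preinc 15 min RT; start with NADPH (500 uM addition) then DTNB (15 mM addition). Kinetic TNB absorbance, 405 nm filter. Four-parameter Hill fit across titration.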
# * marks the source's active call; other numbers are inactive results; ? = inconclusive; · = no result given; [ ] = remark or other dose. The call rests on the fitted dose curve; in most records, active means well fitted curve in the direction sought with a large enough effect; inconclusive means small, poorly fitted or top-dose-only effect, or another doubt; inactive means no such curve, though single readings can be large; an effect the other way counts as inactive or inconclusive. On the % scale 0 is the no-effect control and ±100 the full control effect; potency means the concentration at half of the fitted maximal effect.
# Under each structure: LmPK inh	HCV inh	Pf growth 48h	Sm TGR block	TbPYK inhibitor	Pf growth 96h
CC[C@H](C)[C@H](N)C1=N[C@H](C(=O)N[C@@H](CC(C)C)C(=O)N[C@@H](CCC(=O)O)C(=O)N[C@@H](C(=O)N[C@H]2CCCCNC(=O)[C@@H](CC(N)=O)NC(=O)[C@@H](CC(=O)O)NC(=O)[C@@H](Cc3cnc[nH]3)NC(=O)[C@@H](Cc3ccccc3)NC(=O)[C@@H]([C@@H](C)CC)NC(=O)[C@@H](CCCN)NC2=O)[C@@H](C)CC)CS1
 : ·	·	-0.7%[12.8 µM]	·	-0.5%[33.2 µM]	13.3%[12.8 µM]
Cc1nn(C)c(C)c1S(=O)(=O)N1CCC(C(=O)NC2CCCCCC2)CC1
 : 2.0%	21.2%	12.5%	1.2%	-1.8%	5.22µM*
COc1cc(/C=N/Nc2cc(C)nc(NS(=O)(=O)c3ccc(C)cc3)n2)ccc1O
 : 1.3%	21.2%	17.1%	-6.2%	-1.6%	0.6%
CCOc1ccc(/C(O)=C2/C(=O)C(=O)N(CCN(C)C)C2c2ccccc2)cc1Cl (configuration not stated)
 : -2.1%	7.3%	6.9%	-14.6%	-11.1%	-7.8%
O=C(NC(Cc1c[nH]c2ccccc12)c1nnc2n1CCCCC2)c1ccc(Cl)cc1 (configuration not stated)
 : 4.9%	23.3%	0.6%	-16.6%	2.0%	0.0%
Cc1ccc(S(=O)(=O)Cn2nnnc2C(C(C)C)N2CCc3ccccc3C2)cc1 (configuration not stated)
 : -4.7%	?	-19.6%	28.2µM*	-9.4%	21.2%
CCOc1ccc(N(CC(=O)NCc2ccco2)C(=O)CCC(=O)Nc2ccccn2)cc1
 : 8.4%	-0.5%	?	-20.8%	-6.6%	-28.3%
CCOC(=O)C1=C(CC)Nc2ccccc2N=C1NC(=O)Cn1cnc2ccccc2c1=O
 : -2.4%	?	-0.6%	-17.5%	4.0%	?
CCOc1ccccc1CNc1ncnc2ccc(-c3c(C)noc3C)cc12
 : ·	·	?	?	0.8%	?
O=[N+]([O-])c1ccc(S(=O)(=O)Nc2ccc3c(c2)OCCO3)cc1
 : 5.2%	-6.1%	-35.0%	-3.1%	-10.7%	9.2%
CC(=O)OCCn1c(=O)c2cc3c(=O)n(CCOC(C)=O)c(=O)c3cc2c1=O
 : -2.1%	8.9%	16.2%	-13.3%	-26.1%	12.6%
Cc1ccc(C)n1-n1c(C)nc2sc3c(c2c1=O)CCCCC3
 : 2.2%	-3.1%	11.7µM*	6.2%	-5.3%	11.7µM*
N#Cc1ccsc1NC(=O)COC(=O)C1=NNC(=O)CC1
 : ·	8.3%	78.2%[activator]	-24.9%	2.9%	66.4%[activator]
O=C(CCNS(=O)(=O)c1cccc2nsnc12)NCc1ccco1
 : 0.3%	19.1%	23.7%	-29.8%	-0.1%	11.9%
CSc1ccc(S(=O)(=O)N2CCC(C(=O)N3CCc4ccccc4C3)CC2)cc1
 : 4.8%	-6.6%	?	4.5%	-3.0%	-3.3%
CCOC(=O)c1c(NC(=O)CCc2ccc(CC)o2)sc(C)c1C
 : 2.7%	?	2.8%	-2.2%	-10.5%	51.9%[activator]
Cc1nn(Cc2ccccc2)c(N)c1-c1ccccc1
 : 2.2%	-15.6%	-5.2%	5.2%	-1.1%	-0.1%
Cc1cccc(OCC(=O)Nc2ccc(C(=O)NCC(C)C)cc2)c1
 : -10.7%	10.1%	-4.9%	-5.0%	2.1%	35.4%[activator]
CCOc1cc(S(=O)(=O)NCc2ccccc2)ccc1Br
 : 0.6%	-3.5%	18.3%	-1.0%	1.1%	32.7%[activator]
Cc1cccc(NC(=O)c2cc(-c3cccnc3)nc3c(C)cccc23)n1
 : -5.8%	?	11.1%	48.0%[activator]	-8.0%	4.65µM*
CCCCC/C=C/C1=CC(=O)C[C@H](c2ccc(OC)c(OC)c2)C1
 : ·	-0.2%	?	?	0.7%	?
O=C(C1CCCN(S(=O)(=O)c2ccc(Br)cc2)C1)N1CCOCC1 (configuration not stated)
 : 1.3%	-6.6%	4.0%	1.7%	-5.8%	-23.7%
O=C(CN1CCN(S(=O)(=O)N2CCCCCC2)CC1)Nc1cc(Cl)ccc1Cl
 : -3.3%	?	-25.5%	0.8%	2.6%	-3.8%
OCCN1CCOCCOCCN(CCO)CCN(CCO)CC1
 : 0.1%	2.9%	-0.1%	-10.8%	4.0%	-50.0%
O=C(CSc1nc2ccccc2[nH]1)Nc1c(F)c(F)c(F)c(F)c1F
 : 0.7%	11.4%	34.4%	6.6%	-2.4%	-21.1%
CCOCCCn1cnc2c([nH]c3cc(OC)ccc32)c1=O
 : 1.0%	2.9%	-5.3%	6.8%	0.6%	-6.1%
c1ccc(CN2CCN(c3nc4ccccc4s3)CC2)cc1
 : 0.9%	-4.3%	116.6%[activator]	6.6%	-2.5%	131.8%[activator]
COc1cc(C(=O)NNC(=O)CCOc2cccc(Br)c2)cc(OC)c1OC
 : ·	?	-25.9%	-1.5%	3.1%	?
Cc1ccccc1-n1c(O)c(/C=N/N2CCOCC2)c(=O)[nH]c1=S
 : 6.2%	14.6%	?	-16.0%	-5.0%	-26.5%
CCCS(=O)(=O)N1CCN(Cc2ccccc2[N+](=O)[O-])CC1
 : -2.2%	3.8%	10.9%	·	-7.4%	-5.9%

# One compound at a time (already shown).
# Results for O=C(C1CCCN(S(=O)(=O)c2ccc(Br)cc2)C1)N1CCOCC1 (configuration not stated) : LmPK inh = 1.3%; HCV inh = -6.6%; Pf growth 48h = 4.0%; Sm TGR block = 1.7%; TbPYK inhibitor = -5.8%; Pf growth 96h = -23.7%
# Results for CCOc1ccc(N(CC(=O)NCc2ccco2)C(=O)CCC(=O)Nc2ccccn2)cc1 : LmPK inh = 8.4%; HCV inh = -0.5%; Pf growth 48h = ?; Sm TGR block = -20.8%; TbPYK inhibitor = -6.6%; Pf growth 96h = -28.3%

# (list continues)
# Under each structure: LmPK inh	HCV inh	Pf growth 48h	Sm TGR block	TbPYK inhibitor	Pf growth 96h
O=C(N/N=C/c1ccccc1OC(=O)c1ccc2c(c1)OCO2)c1ccccc1
 : 1.5%	23.4%	10.5%	9.3%	0.6%	1.4%
CC1(C)Cc2c(c(N3CCOCC3)nc3sc4c(=O)[nH]cnc4c23)CS1
 : -2.8%	?	9.2%	-4.3%	-6.3%	-17.0%
CC(c1ccccc1)n1cc(C(=O)NCCN2CCOCC2)nn1 (configuration not stated)
 : -6.3%	15.1%	18.4%	-18.5%	0.6%	32.8%[activator]
O=C(N/C(=C/c1cccnc1)C(=O)N1CCCCCC1)c1cccc(Br)c1
 : -6.5%	25.1%	?	-34.1%	-0.6%	9.9%
Cc1ccccc1NC(=S)N1CCN(C(=O)c2ccco2)CC1
 : 0.7%	6.6%	-12.0%	6.1%	-5.3%	17.3%
Cc1ccc(CN(C)S(=O)(=O)c2c(C)noc2/C=C/N(C)C)cc1
 : 8.8%	-19.4%	17.6%	-8.9%	-5.7%	19.5%
O=C(O)CC/C(=N\NC(=O)c1ccccc1Br)c1ccccc1
 : -5.3%	3.9%	4.0%	0.0%	10.2%	-0.2%
C/C(CC(=O)Nc1ccc([N+](=O)[O-])cc1)=N\NC(=O)c1ccccc1[N+](=O)[O-]
 : 1.3%	-13.0%	-14.0%	-14.9%	-9.3%	52.1%[activator]
COC(=O)C1=C(Nc2ccc(C)cc2)C=C(C)C(C(=O)OC)C1c1cccc(OC)c1 (configuration not stated)
 : 1.4%	?	2.62µM*	-4.7%	-1.0%	1.65µM*
C/C=C/c1ccc(OCC(=O)N2CCc3cc(OC)c(OC)cc3C2)c(OC)c1
 : 6.5%	-22.7%	?	?	-10.5%	?
C(=N\N=C\c1ccccn1)/c1ccccn1
 : -1.1%	5.5%	13.1µM*	0.4%	-0.9%	?
Cc1cc(C=O)c(C)n1-c1ccc2c(c1)OCO2
 : 5.1%	12.6%	0.0%	-22.4%	3.0%	3.7µM*
CCOC(=O)c1cnc(COc2ccc(OC)cc2)[nH]c1=O
 : -2.3%	3.8%	-0.4%	0.1%	1.1%	27.6%
COc1ccccc1N1CSC2=C(C#N)C(c3ccc(SC)cc3)CC(=O)N2C1 (configuration not stated)
 : -21.3%	6.3%	·	?	17.8µM*	-4.1%
CC(C)c1csc(CN2CCN(CCc3ccccc3)C(CCO)C2)n1 (configuration not stated)
 : 1.7%	4.8%	?	-15.3%	-13.2%	1.65µM*
O=C(Nc1cccc(N=Cc2cc(Cl)cc(Br)c2O)c1)c1ccco1
 : -13.1%	?	?	-8.6%	-11.5%	33.3%[activator]
Clc1cccc(CNCCCSc2ncccn2)c1
 : -4.3%	-10.3%	3.3%	-1.6%	-13.5%	91.1%[activator]
O=C(O)CCn1c(C(=O)O)cc2sccc21
 : 9.8%	-8.6%	·	6.5%	11.9%	?
c1ccc(-n2nnc(-c3cccnc3)n2)cc1
 : -24.7%	-1.9%	182.5%[activator]	2.2%	3.0%	162.3%[activator]
CCC(C)(C)NC(=O)C(OC(=O)c1ccco1)c1ccc(OC)cc1 (configuration not stated)
 : -1.2%	-9.6%	5.3%	14.2%	2.5%	6.2%
O=C(Nc1cccc2ncccc12)c1cccc(F)c1
 : 3.0%	0.4%	24.2%	-15.7%	-3.2%	60.6%[activator]
O=C(CCCCCN1C(=O)[C@@H]2Cc3ccccc3CN2C1=O)N[C@@H](Cc1ccc(O)cc1)C(=O)O
 : -10.3%	39.5%[activator]	-5.1%	-14.2%	-6.0%	15.8%
NS(=O)(=O)c1cccc(NC(=O)CSc2nnc(C3CC3)n2C2CC2)c1
 : ·	-6.8%	5.0%	3.7%	0.2%	-3.8%
CSc1ccccc1NC(=S)N/N=C/c1cccn1Cc1ccc(F)cc1
 : 0.5%	?	?	-29.9%	2.1%	34.6%[activator]
C=CCNC(=S)N1CCN(c2ccccc2Cl)CC1
 : 1.6%	-12.4%	?	4.6%	-12.6%	?
CN(C)C(=O)Oc1cccc(-c2cn3cc(Cl)ccc3n2)c1
 : -3.8%	?	142.8%[activator]	-0.1%	-7.2%	213.3%[activator]
Cc1ccc(-c2ccc(=O)n(CC(=O)NCCN3CCCCC3C)n2)cc1 (configuration not stated)
 : -2.6%	-13.2%	20.5%	-3.8%	3.6%	·
O=C(Cc1ccccc1)NCC(=O)N/N=C/c1ccc([N+](=O)[O-])s1
 : -1.4%	?	?	-24.5%	-8.3%	5.22µM*

# Gathered by group, the entries above with a COOH group (4)
# Under each structure: LmPK inh	HCV inh	Pf growth 48h	Sm TGR block	TbPYK inhibitor	Pf growth 96h
CC[C@H](C)[C@H](N)C1=N[C@H](C(=O)N[C@@H](CC(C)C)C(=O)N[C@@H](CCC(=O)O)C(=O)N[C@@H](C(=O)N[C@H]2CCCCNC(=O)[C@@H](CC(N)=O)NC(=O)[C@@H](CC(=O)O)NC(=O)[C@@H](Cc3cnc[nH]3)NC(=O)[C@@H](Cc3ccccc3)NC(=O)[C@@H]([C@@H](C)CC)NC(=O)[C@@H](CCCN)NC2=O)[C@@H](C)CC)CS1
 : ·	·	-0.7%[12.8 µM]	·	-0.5%[33.2 µM]	13.3%[12.8 µM]
O=C(O)CC/C(=N\NC(=O)c1ccccc1Br)c1ccccc1
 : -5.3%	3.9%	4.0%	0.0%	10.2%	-0.2%
O=C(O)CCn1c(C(=O)O)cc2sccc21
 : 9.8%	-8.6%	·	6.5%	11.9%	?
O=C(CCCCCN1C(=O)[C@@H]2Cc3ccccc3CN2C1=O)N[C@@H](Cc1ccc(O)cc1)C(=O)O
 : -10.3%	39.5%[activator]	-5.1%	-14.2%	-6.0%	15.8%

# Assay outcomes deposited in PubChem by National Center for Advancing Translational Sciences (NCATS).
